# IMPase inh = qHTS Assay for Identifying the Cell-Membrane Permeable IMPase Inhibitors; 120,000 tested, under 10 active; Inositol monophosphatase 1 (Rattus norvegicus), P97697; CHO-M1 cells, IP1 accumulation, HTRF TR-FRET ratio; inhibition (IP1 accumulation), % at 46.1 µM; active means well fitted curve in the direction sought with a large enough effect in the signal ratio, not every such curve was filed as active; inconclusive means small, poorly fitted or top-dose-only effect, or a change in a side signal; inactive means no such curve, though single readings can be large or run the other way; the % refers to the signal ratio;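 further: cells stimulated with carbachol in lithium chloride buffer; plate controls were DMSO basal wells for no effect and reference inhibitor wells for full effect; higher means more IMPase inhibition seen as more IP1 and lower FRET ratio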
# Target sequence (P97697 whole entry, looked up): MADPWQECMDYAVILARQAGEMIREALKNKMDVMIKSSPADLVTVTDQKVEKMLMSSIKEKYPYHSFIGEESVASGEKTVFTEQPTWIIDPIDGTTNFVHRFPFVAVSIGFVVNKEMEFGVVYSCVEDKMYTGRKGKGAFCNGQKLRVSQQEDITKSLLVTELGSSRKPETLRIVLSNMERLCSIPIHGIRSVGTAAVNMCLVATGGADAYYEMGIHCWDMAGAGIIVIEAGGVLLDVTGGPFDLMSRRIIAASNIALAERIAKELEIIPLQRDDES
#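 Seeded CHO-M1 cells were dosed with compound at up to 46 uM, stimulated with carbachol for 30 min, then lysed in IP-One detection reagents. Higher IP1 lowers the TR-FRET signal.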
# 12-hLO inh = qHTS Assay for Inhibitors of 12-hLO (12-human lipoxygenase) | 150,000 tested, 0.12% active | purified 12-hLO, xylenol orange hydroperoxide absorbance | Polyunsaturated fatty acid lipoxygenase ALOX12 (Homo sapiens), P18054 | Potency, µM (doses to about 57.1 µM), without a hit: at the top dose activity change, negative = inhibition, most hits filed as inhibitors; further: potency means the concentration at half of the fitted maximal effect; nearly all actives have a fitted effect of over 55% in size; many of its hits are not listed in these tables
#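 Hydroperoxide formation by human 12-lipoxygenase from 40 uM arachidonic acid was followed colorimetrically via ferric-xylenol orange complex, using the 573/405 nm absorbance ratio. Enzyme concentration was 150 nM, with 30 min reaction at room temperature.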
# PNC assembly inh = High Content Assay for Compounds that inhibit the Assembly of the Perinucleolar Compartment; PC3M PTB-GFP, PNC prevalence imaging, 16 h; stronger effect = lower value; activity change (PNC), negative = inhibition, % at 10 µM; 140,000 tested, 3.1% active;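 active means readout at or below -70, meaning at least 70% loss of cells showing the perinucleolar compartment, a nuclear body marking cancer cells; inconclusive means readout between -30 and a set limit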;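 further: plate controls were DMSO wells for no effect and camptothecin positive control wells for full effect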
#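 Read-out is percentage of cells bearing a perinucleolar compartment, from automated 20x imaging of fixed, Hoechst-stained PC3M PTB-GFP cells. Cells were seeded 4 h, then exposed 16 h to compound (23 nl of library stock) in duplicate plates.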
# 15-hLO-2 inh = qHTS Assay for Inhibitors of 15-hLO-2 (15-human lipoxygenase 2) | purified 15hLO-2, xylenol orange hydroperoxide absorbance | Polyunsaturated fatty acid lipoxygenase ALOX15B (Homo sapiens), O15296 | Potency, µM (series often up to 57.1 µM), without a hit: top-dose activity change, negative = inhibition, hits mostly inhibitors | 110,000 tested, 0.56% active; further: potency means the concentration at half of the fitted maximal effect; nearly all actives have a fitted effect of over 60% in size; many of its hits are not listed in these tables
# Target sequence (O15296 whole entry, looked up): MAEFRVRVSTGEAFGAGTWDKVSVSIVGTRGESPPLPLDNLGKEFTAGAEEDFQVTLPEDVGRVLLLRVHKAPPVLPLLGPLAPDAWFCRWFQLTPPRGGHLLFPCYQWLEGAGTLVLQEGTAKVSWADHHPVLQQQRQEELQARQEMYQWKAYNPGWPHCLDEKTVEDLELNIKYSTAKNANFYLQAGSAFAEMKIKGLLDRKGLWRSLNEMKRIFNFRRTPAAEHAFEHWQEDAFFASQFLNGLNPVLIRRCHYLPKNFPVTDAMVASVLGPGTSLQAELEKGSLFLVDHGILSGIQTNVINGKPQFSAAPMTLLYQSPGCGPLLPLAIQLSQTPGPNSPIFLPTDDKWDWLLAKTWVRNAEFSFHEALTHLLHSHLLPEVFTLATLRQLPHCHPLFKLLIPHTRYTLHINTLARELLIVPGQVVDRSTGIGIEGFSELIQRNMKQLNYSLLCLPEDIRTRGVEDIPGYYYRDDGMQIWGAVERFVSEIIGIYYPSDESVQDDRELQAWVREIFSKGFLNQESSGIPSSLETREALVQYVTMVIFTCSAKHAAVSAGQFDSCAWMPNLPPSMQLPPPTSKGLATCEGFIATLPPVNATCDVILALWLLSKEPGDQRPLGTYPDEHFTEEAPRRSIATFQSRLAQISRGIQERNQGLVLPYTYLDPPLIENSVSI
#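 Enzyme 50 nM, AA 45 uM, 25 mM Hepes pH 7.5 + 0.01% Triton X-100; cpd preinc 15 min RT, rxn 90 min RT; stop/detect with 200 uM XO + 300 uM Fe(II) in 50 mM H2SO4, 30 min; A573/A405.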
# Active calls of the source: *; u = inconclusive; x = not tested or not shown; [ ] = remark or other dose. Unless noted, the call rests on the fitted dose curve; in most records, active means well fitted curve in the direction sought with a large enough effect; inconclusive means small, poorly fitted or top-dose-only effect, or another doubt; inactive means no such curve, though single readings can be large; an effect the other way counts as inactive or inconclusive. Unless noted, on the % scale 0 is the no-effect control and ±100 the full control effect. A portion of the library (hit frequency here may not be typical).
# The line under a structure holds: IMPase inh	12-hLO inh	PNC assembly inh	15-hLO-2 inh
Cn1ncc(N=Cc2ccccc2)c1C(=O)Nc1cccc(Cl)c1
    11	8%	u	3%
CC(C)c1ccc(CNc2ccc(N3CCOCC3)cc2)cc1
    -1	u	u	-13%[2.29 µM]
Cc1ccc(NC(=O)CSC2=Nc3ccccc3C3CC=NN23)c(C)c1 (stereo not given)
    6	10%	-13	20%
COc1cc(NC(=O)c2ccc(CNc3c(N4CCOCC4)c(=O)c3=O)cc2)cc(OC)c1
    5	-2%	9	-7%
Cc1nc(NC(C)C)c2cnn(CCc3ccccc3)c2n1
    -3	2%	-7	10%
O=C(NC1CCN(Cc2ccccc2)CC1)C1CCN(S(=O)(=O)c2cccc3cccnc23)CC1
    -3	1%	u	16%
O=C(NCCCNC(=O)c1ccccn1)c1ccccn1
    -4	3%	u	3%
CN(C(=O)COC(=O)c1ccc2c(c1)OCO2)C1CCS(=O)(=O)C1 (stereo not given)
    2	1%	-17	9%
CC(=O)C1=C(C)NC(SCSc2ccccc2)=C(C#N)C1c1cccnc1 (stereo not given)
    4	-3%	-86*	-12%
O=c1c2ccccc2n2c(-c3ccc(C(F)(F)F)cc3)nnc2n1Cc1ccccc1
    7	1%	25	x
Cc1onc(-c2ccccc2)c1C(=O)NCC1CCN(C(=O)c2c(-c3ccccc3)noc2C)CC1
    4	-1%	108	7%
Cc1cc(=O)n2[nH]c(-c3ccc(F)cc3)nc2n1
    -5	1%	-26	-7%
Cc1cc(C)n(-c2ccc(Cl)c(C(=O)Nc3ccc(-c4nnc5n4CCCCC5)cc3)n2)n1
    2	1%	20	12%
CCCCN(CC)C(=O)Cn1ncc2c1-c1cc(C)ccc1OC2
    10	-2%	-12	4%
CCn1c(SCC(=O)N2CCCC2)nnc1-c1ccc(S(=O)(=O)N2CCCCCC2)cc1
    -3	-1%	25	3%

# Entries of single compounds from above:
# Shown for O=C(NC1CCN(Cc2ccccc2)CC1)C1CCN(S(=O)(=O)c2cccc3cccnc23)CC1 : IMPase inh: -3; 12-hLO inh: 1%; PNC assembly inh: u; 15-hLO-2 inh: 16%
# Shown for COc1cc(NC(=O)c2ccc(CNc3c(N4CCOCC4)c(=O)c3=O)cc2)cc(OC)c1 : IMPase inh: 5; 12-hLO inh: -2%; PNC assembly inh: 9; 15-hLO-2 inh: -7%

# Next section
# The line under a structure holds: IMPase inh	12-hLO inh	PNC assembly inh	15-hLO-2 inh
COCCCNC(=O)C1CCCN(S(=O)(=O)c2ccc(C)cc2)C1 (stereo not given)
    9	-1%	-100*	x
O=C(NCCCCC(NC(=O)C1CCCCC1)C(=O)O)c1ccccc1 (stereo not given)
    2	-4%	u	-3%
Cc1ccc(N2C(=O)CC(Sc3ccccc3C(=O)O)C2=O)cc1 (stereo not given)
    x	-3%	17	x
CCCc1nn(C)c(C(=O)Nc2cccc(C)c2)c1Cl
    x	0%	43	x
O=C(CC(SCc1ccco1)c1ccc(O)cc1)c1cccs1 (stereo not given)
    3	-25%	49	-15%
COc1ccc(N2CC(O)=C(c3nc4ccccc4s3)C2=N)c(OC)c1
    -2	-2%	-12	9%
CCOC(=O)c1ccccc1NC(=O)c1cncc(Br)c1
    u	-2%	-93*	6%
CCOc1ccc(C(=O)NC(=S)N2CCN(c3ccc(C(F)(F)F)cc3[N+](=O)[O-])CC2)cc1
    x	0%	-4	x
CCOc1ccccc1OCCOc1ccccc1OC(C)C
    1	-1%	46	-3%
CCOc1ccccc1C1CC(c2ccc(F)cc2)Nc2nc(N)nn21 (stereo not given)
    3	8%	u	29%
Cc1ccc(C(=O)NCCn2cc(SCC(=O)N3CCOCC3)c3ccccc32)cc1
    -10	-3%	-30	2%
Cc1ccc2cc3cc(C(=O)NCc4ccco4)oc3nc2c1
    -2	-3%	21	u
Cn1c(=O)cc(SCC(=O)NCCCN2CCOCC2)c2ccccc21
    -6	-4%	-9	-1%
CC(O)Cc1nsc(NC(=O)c2cccs2)n1 (stereo not given)
    6	6%	u	4%
O=C(Nc1cnn(Cc2c(Cl)cccc2Cl)c1)c1ccc([N+](=O)[O-])cc1
    11	0%	20	1%
Nc1ncnc2c1ncn2[C@@H]1O[C@H](CO)C[C@@H]1O
    x	-5%	x	20%
COc1ccc2nccc(SCC(=O)O)c2c1
    x	-3%[11.4 µM]	x	-4%[11.4 µM]
COc1cc2c(cc1NC(=O)CN1CCN(S(=O)(=O)c3ccc(C)cc3)CC1)oc1ccccc12
    u	0%	u	5%
COc1ccc2nc(SCc3cnc(C)nc3N)[nH]c2c1
    3	4%	26	4%
O=C(CN1C(=O)C2C3C=CC(C3)C2C1=O)Nc1nc(-c2ccccn2)cs1 (stereo not given)
    5	4%	8	25%
Cc1ccc(Cn2cc(/C=C/C(=O)O)c(-c3ccccc3)n2)cc1
    6	-6%	u	-16%
Cc1ccc(NC(=S)NCc2ccccc2)cc1[N+](=O)[O-]
    4	-29%	7	x
O=C1c2ccccc2C(=O)N1OCc1cccc(Cl)c1
    0	4%	67	-5%
O=C(Nc1nc2ccc(SC(F)F)cc2s1)c1ccc(NS(=O)(=O)c2ccc(F)c(F)c2)cc1
    x	-1%	-14	x
CCOC(=O)CN1CC23C=CC(O2)C(C(=O)NCc2ccccc2OC)C3C1=O (stereo not given)
    -1	-3%	u	-1%
Cn1nnnc1SCC1=C(C(=O)O)N2C(=O)C(NC(=O)C(O)c3ccccc3)C2SC1 (stereo not given)
    x	-3%	x	22%
Cc1ccc(-n2c(C)nc3c(cnn3-c3ccccc3Cl)c2=O)cc1C
    1	-9%	3	2%
COc1ccc(C(=O)N(Cc2nc(-c3ccc(C)cc3)no2)C2CCCCC2)cc1OC
    9	-6%	17	3%
CCOc1ccc(-c2cc(CCCC(=O)N3CCN(c4ccc(OC)cc4)CC3)no2)cc1
    9	1%	26	x
Nc1nc(SCc2c(Cl)cccc2Cl)n[nH]1
    -7	-2%	u	10%
O=C(c1ccc(S(=O)(=O)N2CCC(c3nc4ccccc4[nH]3)CC2)cc1)N1CCOCC1
    -4	-4%	-11	-2%
C/C(=N\NC(=O)c1c(Cl)cnn1C)c1ccc(NC(=O)c2ccncc2)cc1
    x	0%	59	x
Cc1nc(=O)c(-c2ccccc2)c(C)n1-c1ccc(S(N)(=O)=O)cc1
    9	4%	u	-2%
S=C(Nc1cccc2ccccc12)N1CCN(c2ncccn2)CC1
    -1	-9%	u	-4%
Cc1ccc(C)n1-c1ccc(C(=O)O)cc1
    5	2%	-4	7%
N#Cc1cc(Oc2cccc3cccnc23)c(-n2nnc3ccccc32)cc1C#N
    11	10µM*	-24	u
Cc1cc(C(F)(F)F)nn1CC(=O)Nc1ccc(Br)c2cccnc12
    -12	-8%	-100*	x
CCCCNC(=O)CCNC(=O)c1ccc(C(C)(C)C)cc1
    -1	7%	62	2%
CSc1nc2c(ccc3ccccc32)o1
    -12	-3%	-3	x
Cc1ccc(O)c(C(=O)c2cnc3c(c2)CN(C)C(=O)N3)c1
    4	-12%	u	-1%
O=C(Nc1ccccc1)OC1CCS(=O)(=O)C1 (stereo not given)
    x	1%	27	x
CCCP(=O)(CCC)CCP(=O)(c1ccccc1)c1ccccc1
    -4	4%	1	x
O=C(COC(=O)Cc1ccc(S(=O)(=O)N2CCCCC2)s1)Nc1ccc2c(c1)OCO2
    8	u	17	u
CCc1ccc(CNCc2cccnc2)cc1
    -4	-9%	u	19%[2.29 µM]
CCOc1ccccc1N(C(=O)Cn1nnnc1-c1ccc(C)o1)C(CC)C(=O)NC(C)(C)C (stereo not given)
    -8	0%	22	x
O=C1Nc2ncccc2OC1CCO (stereo not given)
    0	-1%	20	-2%
CC(C)CCNC(=O)CN(C(=O)CCC(=O)Nc1ccccn1)c1ccc2c(c1)OCO2
    5	-4%	13	0%[2.29 µM]
CN(C)CCOc1ccc2c(c1)Sc1ccccc1CC2=O
    x	5%	-23	x
O=C(NCCN1CCOCC1)c1cn(-c2ccccc2)nc1-c1cccs1
    3	0%	-11	21%
C=CCNC(=O)Nc1ccc(Cl)cn1
    x	-4%	u	x
Cc1ccc(NC(=O)Cn2nnc(C(=O)NCc3cccs3)c2N)cc1
    -4	1%	3	x
COc1cccc(NC(=O)OCCN2CCN(Cc3ccccc3)CCC2=O)c1
    x	-2%[0.00818 µM]	12	10%[0.0915 µM]
O=C(Nc1ccn(Cc2ccccc2F)n1)c1ccc(COc2ccc(Br)cc2)cc1
    10	-11%	-108*	-9%
CCCCC(=O)NC1(C(F)(F)F)C(=O)Nc2c1c(=O)n(C)c(=O)n2C (stereo not given)
    -2	-1%	u	0%
Clc1ccc(NC2(c3nnnn3C3CCCCC3)CCCCC2)cc1
    -18	-6%	-1	-7%
CCCCOc1ccccc1C1C(C(N)=O)=C(C)Nc2nnnn21 (stereo not given)
    -12	-3%	0	5%
CCOc1cc(/C=C2/C(=O)ON=C2C)ccc1OCc1ccccc1F
    -1	-10%	85	u
COc1ccc(C)cc1NC(=O)CCS(=O)(=O)c1cccc2nonc12
    3	0%	11	-1%
Fc1ccc(CSc2ncnc3c2oc2ccccc23)cc1
    x	0%	49	x
CCCCNC(=O)N(C)c1nncnc1C(=O)NC
    -3	3%	u	6%

# New compounds follow:
# The line under a structure holds: IMPase inh	12-hLO inh	PNC assembly inh	15-hLO-2 inh
Cc1nnc2n(-c3ccccc3)c(=O)c3c4c(sc3n12)CCCC4
    x	2%	35	x
O=C(NCCc1ccccc1)c1ccco1
    5	7%	233	x
O=C(NCc1ccc2c(c1)OCO2)c1cccc(S(=O)(=O)N2CCCCC2)c1
    -3	-6%	-28	x
Cc1ccc(N=C(NO)c2nonc2N)cc1
    -1	5%	-29	2%
COc1cc(C(=O)N2CCN(c3cccc(C)c3C)CC2)cc(OC)c1OC
    -9	-1%	-122*	x
CC(C)c1ccc(NC(=O)COC(=O)/C=C/c2cccc([N+](=O)[O-])c2)cc1
    x	-2%	u	x
CN(C(=O)c1ccc2c(c1)OCO2)C1(C(=O)NC2CCCCC2)CCCCC1
    6	-9%	u	4%
COc1ccc(/C=N/N=C2/NC(=O)CC(C(=O)O)S2)cc1 (stereo not given)
    x	-5%	-11	x
CC(=O)Nc1ccc(OCC(O)CN2CCN(c3ccccc3Cl)CC2)cc1 (stereo not given)
    0	1%	35	x
CCOC(=O)CCNC(=O)Nc1ccc2nc(C)n(Cc3ccc(Cl)cc3)c(=O)c2c1
    10	-11%	-18	2%
COc1ccc(Cc2nc(-c3ccc(Cl)cc3)no2)cc1
    u	-15%	-11	2%
COc1cc(C(=O)O)cc(Br)c1OC1CCCC1
    8	-3%	-13	-7%
Cc1ccc(SCC(=O)Nc2ccc(S(=O)(=O)Nc3nccs3)cc2)cc1
    -14	-2%	u	x
NC(=O)c1cccc(S(=O)(=O)N2CCCCC2)c1
    6	-1%	u	0%
COc1ccccc1NC(=O)c1cccnc1
    -1	2%	5	3%
Cc1nn(C(C)C(=O)N2CCc3ccccc3C2)c(=O)c2cc3occc3n12 (stereo not given)
    1	-7%	6	1%
CC(C)N(CCc1ccncc1)C(=O)Nc1ccc(Cl)c(Cl)c1
    2	4%	35	13%
Cc1ccc(C(C(=O)NC2CCCCC2)N(Cc2ccccc2)C(=O)Cc2c[nH]c3ccccc23)o1 (stereo not given)
    x	-2%	40	x
Cc1cc2c(N=O)c(NO)ccc2[nH]1
    u	-9%	56	-14%
Cc1ccccc1C(=O)Nc1ccc(Br)c(C)n1
    4	4%	-107*	5%
COCC(C)NC(=O)CCS(=O)(=O)c1nc(-c2ccc(OC)cc2)cc(C(F)(F)F)n1 (stereo not given)
    6	1%	-88*	-1%

# Screens from PubChem BioAssay.
